From PubChem BioAssay
Casp7 inh – qHTS Assay for Allosteric/Competitive Inhibitors of Caspase-7. recombinant caspase-7, Ac-DEVD-AFC fluorescence rate. P55210. 0.02% of 75,000 active. Potency, µM (top dose mostly 57.5 µM), for the others: at the highest dose activity change, negative = inhibition, most hits filed as inhibitors; active means well fitted inhibition curve with a large enough effect in the main read-out, with a control signal flat, not every such curve was filed as active; inconclusive means small, poorly fitted or top-dose-only effect, or a change in a side signal; further: potency means the concentration at half of the fitted maximal effect; % of control where 0% means no effect
BRCT inh red – qHTS Assay for Inhibitors of BRCT-Phosphoprotein Interaction (Red Fluorophore); BRCT-phosphopeptide binding, red fluorescence polarization; 0.03% of 75,000 active; AID 892, 2007; Potency, µM (top dose mostly 76.9 µM), inactives show at the top dose activity change, negative = inhibition, usual class: inhibitors; Breast cancer type 1 susceptibility protein (Homo sapiens), P38398; further: on the % scale 0 is the no-effect control and ±100 the full control effect
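Fluorescence polarization: 100 nM His-tagged BRCA1 BRCT with 100 nM TAMRA-labelled phospho-BACH1 decapeptide, phosphate buffer pH 7.3 with 150 mM NaCl, DTT, 0.01% Tween 20; 12 min RT. Binding inhibition seen as FP decrease.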
Tau fil binding – qHTS Assay for Tau Filament Binding. recombinant tau filaments, thioflavin S fluorescence, 15 h; filaments grown with octadecylsulfate alongside compound. 2% of 71,000 active. Potency, µM (doses to about 57.1 µM), inactives show at the highest dose activity change, negative = inhibition. Microtubule-associated protein tau (Homo sapiens), P10636;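 further: potency means the concentration at half of the fitted maximal effect; on the % scale 0 is the no-effect control and ±100 the full control effect; actives lower thioflavin S fluorescence by blocking filaments or displacing dye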
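His-tagged recombinant human tau (exons 2, 3 and 10 included), 1 uM, was induced to fibrillize by 30 uM sodium octadecylsulfate with compound present. After 15 h at 37 C, thioflavine S fluorescence (ex 450, em 510 nm) was read.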
HEK293 cAMP ctrl – qHTS Assay for Agonists of the Thyroid Stimulating Hormone Receptor: Activators of Intracellular cAMP Concentrations in Parental HEK 293 | parental HEK293 CNG cAMP sensor, membrane potential fluorescence | Potency, µM (series often up to 57.1 µM), inactives show top-dose activation, actives largely listed as activators | 2.5% of 73,000 active; further: potency means the concentration at half of the fitted maximal effect; % of control where 0% means no effect; nearly all actives have a fitted effect of over 55% in size
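Parental HEK 293 cells stably expressing a cAMP-gated CNG channel were loaded with membrane potential dye containing 100 uM RO 20-1724 for 60 min. Compound added for 30 min; depolarization read as fluorescence intensity at 590 nm.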
15-hLO inh – qHTS Assay for Inhibitors of 15-hLO (15-human lipoxygenase); purified 15hLO-1, xylenol orange hydroperoxide absorbance; 1.4% of 74,000 active; Potency, µM (highest dose often 57.1 µM), inactives show at the top dose activity change, negative = inhibition, hits mostly inhibitors; further: potency means the concentration at half of the fitted maximal effect; on the % scale 0 is the no-effect control and ±100 the full control effect; nearly all actives have a fitted effect of over 55% in size
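Inhibition is scored from a chromogenic endpoint. After 15 min enzyme-compound contact, arachidonic acid (50 uM final) reacts 6 min with 40 nM 15hLO-1 at room temperature, then Fe-XO reagent is added for 30 min and absorbance ratio recorded.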
Pol III holo inh – qHTS Assay for Inhibitors of DNA Polymerase III Holoenzyme System; 0.25% of 71,000 active; Potency, µM (series often up to 57.1 µM), inactives show at the highest dose activity change, negative = inhibition; reconstituted DNA polymerase III holoenzyme replication, biochemical; further: potency means the concentration at half of the fitted maximal effect; on the % scale 0 is the no-effect control and ±100 the full control effect
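Reconstituted *E. coli* holoenzyme (0.35 nM Pol III, 1 nM beta, 154 nM SSB, 2 nM primase) was preincubated with compound for 15 min at RT. Synthesis on 1.4 nM ssM13Gori ran 35 min, then was stopped with PicoGreen/EDTA and read as dsDNA fluorescence.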
BRCT inh green – qHTS Assay for Inhibitors of BRCT-Phosphoprotein Interaction (Green Fluorophore). Breast cancer type 1 susceptibility protein (Homo sapiens), P38398. BRCA1 BRCT-phosphopeptide binding, green fluorescence polarization. 0.05% of 75,000 active. Potency, µM (series often up to 76.9 µM), without a hit: at the top dose activity change, negative = inhibition, usual class: inhibitors;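 further: potency means the concentration at half of the fitted maximal effect; plate controls were peptide without protein for full effect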
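Compounds were incubated for 12 min at room temperature with a complex of 100 nM fluorescein-tagged pBACH1 decapeptide and 250 nM His-tagged BRCT protein. Buffer was phosphate pH 7.3 with EDTA, DTT and Tween 20. Disruption of binding lowers the polarization signal.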
Caspase-1 inhib – qHTS Assay for Allosteric/Competitive Inhibitors of Caspase-1; Potency, µM (titrated, usually from 57.5 µM), without a hit: at the highest dose activity change, negative = inhibition, actives largely listed as inhibitors; AID 900, 2007; P29466; Caspase-1 enzyme, Ac-WEHD-AFC fluorogenic rate; 0.03% of 75,000 active;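 further: potency means the concentration at half of the fitted maximal effect; plate controls were vehicle for no effect and no substrate for full effect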
Rhodamine autofl – qHTS Assay for Spectroscopic Profiling in Rhodamine Spectral Region; Rhodamine-region fluorescence, 547/598 nm, Tris buffer; active compounds read high; max dye-equivalent concentration, M; 0.05% of 59,000 active; in the data active means max dye-equivalent concentration above about 11 nM; inconclusive means between about 1.1 nM and that limit
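Intensities are converted to rhodamine-equivalent concentration using a six-point rhodamine standard on each plate. Compounds sit 15 min at room temperature in 100 mM Tris buffer, pH 8.0; read uses the 547/598 nm excitation/emission pair.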
HADH2 inhib – qHTS Assay for Inhibitors of HADH2 (Hydroxyacyl-Coenzyme A Dehydrogenase, Type II). 3-hydroxyacyl-CoA dehydrogenase type-2 (Homo sapiens), Q99714. Potency, µM (doses to about 57.1 µM), for the others: at the highest dose activity change, negative = inhibition, hits mostly inhibitors. 3.4% of 73,000 active. recombinant HADH2, NADH fluorescence, beta-hydroxybutyryl-CoA; further: potency means the concentration at half of the fitted maximal effect; on the % scale 0 is the no-effect control and ±100 the full control effect; nearly all actives have a fitted effect of over 60% in size; many of its hits are not listed in these tables
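Buffer 100 mM Tris-HCl pH 9.0/0.01% Tween-20; HADH2 20 nM; NAD+ 1 mM; beta-hydroxybutyryl-CoA 90 uM (all final). 15 min cpd preincubation, RT.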
USP2a inh – qHTS Assay for Inhibitors of Ubiquitin-specific Protease USP2a. USP2a enzymatic assay, qHTS inhibition. Potency, µM (top dose mostly 38.3 µM), for the others: at the top dose activity change, negative = inhibition, most hits filed as inhibitors. 0.1% of 60,000 active. AID 927, 2007;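 further: potency means the concentration at half of the fitted maximal effect; nearly all actives have a fitted effect of over 60% in size; plate controls were DMSO for no effect and NEM full inhibition control for full effect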
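USP2 core (20 nM final) was preincubated with compound for 30 min at RT in 20 mM Tris-HCl pH 8.0, 2 mM CaCl2, 2 mM beta-mercaptoethanol; Ub-PLA2 (20 nM) plus NBD C6-HPC (20 uM) then added, fluorescence read after 2.5 h.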
The depositor's hits bear a star; i = inactive; ? = inconclusive; / = not tested or not shown; [ ] = another dose, or the depositor's remark. Unless noted, the call rests on the fitted dose curve; in most records, active means well fitted curve in the direction sought with a large enough effect; inconclusive means small, poorly fitted or top-dose-only effect, or another doubt; inactive means no such curve, though single readings can be large; an effect the other way counts as inactive or inconclusive.

SMILES | Casp7 inh | BRCT inh red | Tau fil binding | HEK293 cAMP ctrl | 15-hLO inh | Pol III holo inh | BRCT inh green | Caspase-1 inhib | Rhodamine autofl | HADH2 inhib | USP2a inh
Cc1nnc(SCC(=O)Nc2ccc3c(c2)OCCO3)n1CC1CCCO1 (stereo not drawn) | -1.6% | 2.0% | -0.6% | -3.3% | -2.6% | -6.5% | 0.5% | -2.1% | i | -4.4% | 0.9%
NS(=O)(=O)c1ccc(NC(=O)Nc2cccc3ccccc23)cc1 | 0.8%[11.5 µM] | 0.7%[15.4 µM] | 13.6%[11.4 µM] | 7.9%[11.4 µM] | -3.3%[11.4 µM] | -2.3%[11.4 µM] | -0.8%[15.4 µM] | -1.4%[11.5 µM] | i | 3.6%[11.4 µM] | /
O=C(c1csc2ccccc12)N1CCN(c2ccccn2)CC1 | -2.4% | -0.5% | 4.9% | 19.0% | -0.6% | -5.5% | 2.3% | -0.7% | i | -2.8% | 1.2%
Cc1cc2ncn(/N=C/c3cc(Br)ccc3O)c2cc1C | -7.3% | -0.1% | 9.7% | -4.4% | 5.2% | -0.9% | -0.1% | -1.5% | i | 14.1% | 21.7%
Cc1ccc(F)cc1NC(=O)Cc1nn(C)c(=O)c2ccccc12 | -1.7% | -1.1% | -10.6% | ? | 2.8% | -9.4% | 1.4% | 0.7% | i | -6.3% | 5.8%
CCc1nnc(NC(=O)Cn2nnc(-c3ccccc3F)n2)s1 | 1.4% | 0.0% | -7.4% | 17.9% | 5.8% | 0.5% | -0.2% | 0.1% | i | -6.0% | /
CCn1cc(C(=O)N2CCN(c3ccccn3)CC2)c2cc(OC)c(OC)cc2c1=O | 0.2% | -1.1% | 3.9% | -3.1% | 14.5% | 3.2% | 0.3% | 3.7% | i | 3.9% | 6.4%
Cc1cccc(CCNC(=O)C2CCCN(S(=O)(=O)c3cnc[nH]3)C2)c1 (stereo not drawn) | -2.2% | 0.5% | -0.7% | -0.5% | 1.2% | -1.2% | -2.6% | 0.7% | / | -1.0% | /
CCCOc1ccc(N2CC(C(=O)Nc3ncccc3C)CC2=O)cc1 (stereo not drawn) | 2.0% | -1.6% | -8.0% | 16.8% | 5.6% | -7.0% | -0.4% | -0.9% | i | 1.2% | /
Cc1cc(C)nc(Sc2c(C)nn(-c3ccccc3)c2C)n1 | 0.3% | 0.1% | -9.4% | 1.1% | -11.1% | -1.2% | 1.8% | 0.1% | i | 4.3% | -1.0%
COc1cccc(NC(=O)c2nnn(CCc3ccccc3)c2N)c1 | -8.5% | -0.8% | -15.8% | 1.8% | 1.2% | 6.7% | -1.1% | 2.0% | / | 0.8% | /
Cc1ccc(Cn2c(SCCN3CCCCC3)nc3c2c(=O)n(C)c(=O)n3C)cc1 | -0.2% | 0.4% | 67.8% | ? | -7.1% | -4.6% | 0.6% | 0.1% | i | 8.2% | 6.8%
Cc1cc(-n2c(C)cc(C(=O)COC(=O)CN=C3NS(=O)(=O)c4ccccc43)c2C)no1 | -2.3% | -0.1% | 1.5% | 4.4% | -6.3% | -4.3% | 0.5% | -0.4% | i | 6.7% | 30.3%[activator]
COc1ccc(-c2nc(N3CCOCC3)nc3n[nH]c(N)c23)cc1 | 1.9% | -0.2% | -4.0% | -7.0% | 9.0% | -2.8% | 0.4% | -1.7% | i | -5.2% | -6.3%
Cc1cc(C)c2oc(-c3ccc(Cl)c(NC(=O)c4ccc(C#N)cc4F)c3)nc2c1 | 1.2% | 0.3% | -6.8% | -1.1% | 6.8% | -1.8% | 0.9% | -1.0% | i | 63.8%[activator] | 12.3%
Cn1c(C(=O)N2CCN(c3cccc(C(F)(F)F)c3)CC2)cc2sccc21 | -4.9% | -0.4% | / | 10.7% | -19.4% | / | -0.2% | -4.4% | / | 10.8% | /
COCCN(CCOC)c1ncc(Cl)c(C(=O)c2c(C)cc3ccccn23)n1 | -4.4% | -2.6% | -18.5% | 31.6µM* | ? | -0.5% | -3.3% | -1.5% | i | ? | -8.9%
Nc1nc(CN2CCc3ccccc3C2)nc(Nc2ccccc2)n1 | -1.9% | 2.2% | -9.7% | 20.4% | 8.8% | -5.3% | 0.9% | -0.3% | i | 17.1% | 11.5%
COC(=O)c1cc2nc(-c3ccc(OC)c(OC)c3)cc(C(F)(F)F)n2n1 | -3.0% | 0.2% | 77.1% | 5.6% | 8.0% | 4.0% | 1.9% | -2.3% | / | 6.1% | -1.9%
Cc1cccc(NC(=O)Cn2cnc3ccc(S(=O)(=O)N4CCC(C)CC4)cc3c2=O)n1 | -8.5% | -0.9% | -0.4% | -10.7% | -7.3% | -1.1% | 3.3% | -6.4% | i | -10.0% | 49.6%[activator]
Fc1cccc(C2CC(c3cccc(Br)c3)Nc3nnnn32)c1 (stereo not drawn) | -21.5% | 0.8% | 1.2% | 7.6% | -7.3% | -6.8% | 0.1% | -3.6% | i | -2.7% | 24.2%
Cc1cnnc2c1-c1no[n+]([O-])c1CC2 | -9.0% | 1.3% | -11.7% | -18.4% | 11.9% | -6.5% | 0.0% | -0.2% | i | -0.3% | 0.7%
COc1cccc(/C=N/n2c(SC)nnc2-c2ccccc2)c1O | ? | 0.6% | 64.0% | 17.8% | 3.1% | 2.5% | -0.8% | ? | / | -5.6% | 22.1%
COc1ccc(CNc2nc3ccccc3n2CCN2CCCCC2)c(OC)c1 | -3.0% | 0.7% | 1.0% | 1.6% | -0.3% | 3.1% | -0.5% | -2.7% | i | 25.1µM* | 6.3%
CCn1c(SCc2ccc(C#N)cc2)nnc1-c1ccc(S(=O)(=O)N2CCCCC2)cc1 | -5.4% | -2.6% | -4.1% | 20.0% | ? | -3.6% | -2.2% | -5.0% | i | -9.0% | 27.9%
COC(=O)NC(CC(C)=O)c1cccs1 (stereo not drawn) | -0.2%[11.5 µM] | -1.3%[15.4 µM] | / | -5.1%[11.4 µM] | -8.5%[11.4 µM] | / | -2.2%[15.4 µM] | -2.5%[11.5 µM] | / | 2.9%[11.4 µM] | /
CCOc1ccc(-c2nnn(CC(=O)Nc3ccccc3OC)n2)cc1OCC | -0.3% | -1.8% | 250.0% | -0.4% | -1.0% | -4.2% | -2.9% | 0.0% | i | -18.5% | 12.2%
COc1ccccc1-c1c(C)nn2c(N3CCCCCC3)cc(C)nc12 | -6.3% | -1.1% | 27.9% | ? | -23.7% | 2.9% | -3.1% | -3.2% | / | ? | /
Cc1ccc2nc(Nc3nc(=O)c4ccccc4n3C)nc(C)c2c1 | 0.0% | 0.7% | -16.8% | 6.5% | 2.8% | -5.5% | 0.4% | -1.8% | i | 24.3% | 5.1%
CN(C)C[C@@H](O)c1ccc(Cl)c2ccccc12 | -1.7%[11.5 µM] | -0.6%[15.4 µM] | -2.3%[11.4 µM] | 19.6%[11.4 µM] | 21.0%[11.4 µM] | -6.0%[11.4 µM] | -4.3%[15.4 µM] | -2.6%[11.5 µM] | i | -0.2%[11.4 µM] | /
O=S(=O)(c1ccc(-n2cnnn2)cc1)N(C1CCCCC1)C1CCCCC1 | 1.6% | -2.2% | -5.9% | 21.7% | -20.2% | -2.7% | -1.9% | -0.6% | i | 8.3% | 8.1%
CCOC(=O)C1CCCN(C(=O)c2cnn3c(C(F)(F)F)cc(-c4ccccc4)nc23)C1 (stereo not drawn) | -19.4% | -2.0% | 12.6µM* | ? | -4.3% | -4.6% | 1.5% | -10.8% | i | 7.0% | 14.5%
O=C(O)CC[C@@H](C(=O)O)N1C(=O)[C@@H]2[C@@H]3CC[C@H](C3)[C@@H]2C1=O | 0.1%[11.5 µM] | -0.3%[15.4 µM] | 8.8%[11.4 µM] | -0.3%[11.4 µM] | -0.9%[11.4 µM] | -6.9%[11.4 µM] | -1.9%[15.4 µM] | -0.6%[11.5 µM] | i | -4.4%[11.4 µM] | /
O=C(CSc1oc(-c2ccc(F)cc2)nc1S(=O)(=O)c1ccccc1)NCC1CCCO1 (stereo not drawn) | 0.4% | -0.2% | 39.5% | ? | -4.8% | -2.8% | -1.3% | -0.9% | i | 1.7% | 3.3%

These rows are one share of the data; rates above refer to the full screens.
